Screening data as filed in PubChem BioAssay.
NR2E3 ag-1 – activates human photoreceptor nuclear receptor NR2E3; Q9Y5X4; GST-NR2E3/biotin-RetCOR TR-FRET, 1536-well; inhibition of corepressor binding, % at 4.78 µM; 0.12% of 320,000 active; AID 2300;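 active = percent inhibition above the cutoff of mean plus 3 SD of all tested compounds, set per screening campaign, cut at about 20% in these data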;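 also: 0% = DMSO wells and 100% = biotin wells as full block of FRET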
Target sequence (Q9Y5X4 whole entry, looked up): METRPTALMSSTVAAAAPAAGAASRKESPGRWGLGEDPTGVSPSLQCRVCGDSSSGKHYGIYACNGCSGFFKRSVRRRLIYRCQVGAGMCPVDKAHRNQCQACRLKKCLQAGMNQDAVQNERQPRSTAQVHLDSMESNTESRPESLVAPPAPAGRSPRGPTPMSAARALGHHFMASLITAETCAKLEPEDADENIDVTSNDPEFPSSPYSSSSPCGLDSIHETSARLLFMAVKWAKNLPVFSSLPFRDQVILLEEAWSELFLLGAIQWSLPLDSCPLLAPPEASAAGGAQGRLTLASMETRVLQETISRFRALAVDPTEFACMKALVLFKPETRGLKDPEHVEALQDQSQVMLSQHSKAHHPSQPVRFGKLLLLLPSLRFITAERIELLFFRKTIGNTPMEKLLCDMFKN
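Format: 1536-well format; test system: GST-NR2E3 and biotin-RetCOR proteins; read-out basis: percent inhibition of TR-FRET ratio; timing: 5 h incubation at 4 °C; detection: time-resolved FRET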
CF NFkB block – cystic fibrosis NF-kB activation inhibition | inhibition, % at 5 µM | 0.86% of 360,000 active | KKLEB NF-kB-GFP reporter, PAF-induced, GFP fluorescence overnight;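 active = at least 50% inhibition at 5 µM, scaled per plate between neutral and stimulator controls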;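 also: PAF is a Pseudomonas aeruginosa culture filtrate used as stimulus; plate controls were PAF-stimulated DMSO wells for no effect and unstimulated DMSO wells for full effect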
HIF-2a block – blocks HIF-2a reporter activity | 786-0 RCC cells HIF-2a reporter, luciferase luminescence, overnight | inhibition, % at 18.8 µM | 0.72% of 360,000 active | AID 624352;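 active = inhibition of the luminescence signal of 40% or more relative to plate controls, in a single-dose primary screen at 18.75 µM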
NR2E3 ag-2 – agonists of human NR2E3 nuclear receptor. inhibition of corepressor binding, % at 3.98 µM. 0.35% of 360,000 active. Q9Y5X4. CHO-S Gal4-NCOR/VP16-NR2E3 two-hybrid, luciferase. AID 602229;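 active = inhibition above the mean of all tested compounds plus 3 SD, cut at about 70% in these data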;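 also: 0% = DMSO with NR2E3 transfected cells and 100% = cells lacking NR2E3 construct; higher means lower luciferase signal from less NR2E3 corepressor binding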
Peg3 prom inh – inhibitors of Peg3 promoter | HeLa PEG-Prom luciferase reporter, luminescence, overnight | inhibition, % at 20 µM | 1.7% of 360,000 active;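 active = inhibition of at least 50% at 20 µM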
MITF TRPM1 inh – reduces MITF-dependent TRPM1 promoter luciferase signal. AID 488899. 0.83% of 330,000 active. SK-MEL-5 TRPM1 promoter luciferase, 24 h. inhibition, % at 12.5 µM;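 active = mean inhibition across replicates of 60% or more, whatever share of single replicates reaches that level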; also: values of inactives mirror those of a sister screen read the other way
Shn3 inh set2 – reduces Shn3 3'UTR luciferase signal in osteoblasts. inhibition, % at 12.5 µM. 0.52% of 360,000 active. Clone20 osteoblast Shn3 3'UTR firefly luciferase, 24 h;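 active = mean inhibition of at least 75% with every replicate also reaching 75%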;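 also: 0% = median of neutral control wells and 100% = pilot-screen positive control compound; some compounds past the cut are filed as inactive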
CaV13 ICDI inh – Primary screen for inhibitors of IQ motif and Ca2+-dependent inactivation inhibitor domain binding in CACNA1D, Förster resonance energy transfer in living cells, …; HEK cells, CFP/YFP FRET ICDI-IQ, plate reader, 10 min; percent FRET-ratio fall versus neutral wells; inhibition, % at 12.3 µM; 0.098% of 340,000 active; AID 743397;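 active = mean replicate inhibition of at least 30% and at least 1% of replicates passing that level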;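 also: 0% = median of the neutral control wells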
Vif imaging – inhibitors of HIV Vif | HEK293T cells, Vif self-association by quenched fluorescence, imaging, 24 h | inhibition, % at 7.49 µM | 0.35% of 340,000 active | AID 602346; in the data active = inhibition above about 50%, passing the limit was not always enough; also: some results filed as inactive read as strong as hits
KKLEB tox – reduces viability of KKLEB cystic fibrosis airway cells; activity change (cytotoxicity), % at 5 µM; 0.36% of 360,000 active; KKLEB CF airway cells viability, ATPlite luminescence, overnight; hits give low values; cells stimulated with P. aeruginosa culture filtrate;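 active = corrected activity change at or below -50% at 5 µM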
PDI turbidity – blocks human protein disulfide isomerase activity | PDI insulin aggregation turbidity, A650, 90 min | 0.052% of 350,000 active | inhibition, % at 10 µM;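 active = mean inhibition across replicates of 30% or more, whatever share of single replicates reach that level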;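 also: absorbance from insulin aggregation driven by PDI reduction with DTT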
Target sequence (P07237 whole entry, looked up): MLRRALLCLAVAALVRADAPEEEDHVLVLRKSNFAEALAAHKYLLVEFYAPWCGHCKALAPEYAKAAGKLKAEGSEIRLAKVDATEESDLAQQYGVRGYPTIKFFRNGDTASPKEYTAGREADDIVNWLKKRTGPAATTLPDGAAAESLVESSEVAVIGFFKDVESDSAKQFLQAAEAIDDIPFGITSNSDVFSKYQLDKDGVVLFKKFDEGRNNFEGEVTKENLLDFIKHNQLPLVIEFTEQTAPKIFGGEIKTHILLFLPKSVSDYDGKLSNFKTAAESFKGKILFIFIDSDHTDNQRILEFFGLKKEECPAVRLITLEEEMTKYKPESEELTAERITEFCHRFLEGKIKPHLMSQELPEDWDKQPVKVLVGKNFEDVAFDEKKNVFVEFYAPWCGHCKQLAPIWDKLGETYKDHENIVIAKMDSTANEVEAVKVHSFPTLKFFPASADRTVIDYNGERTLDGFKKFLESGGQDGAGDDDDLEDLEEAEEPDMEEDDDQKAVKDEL
Numbers without * were called inactive; . = no result given.

1. COc1cc(Cl)c(S(=O)(=O)NCc2cccnc2)cc1Cl
2. O=C(C1=NNCC1c1ccccc1)C1OC1c1ccccc1 (stereo not drawn)
3. Nn1c(SCC(=O)Nc2nccs2)nnc1-c1ccccn1
4. CCOc1cccc(C2C(C(=O)c3ccc(C)o3)=C(O)C(=O)N2c2nccs2)c1 (stereo not drawn)
5. Nn1c(-c2cccs2)nc2sc3c(c2c1=O)CCCC3
6. CC1CCCN(c2ccc(C(=O)NCCc3ccccc3)cn2)C1 (stereo not drawn)
7. CCOC(=O)CC1C(=O)NCCN1S(=O)(=O)c1cc(Cl)c(Cl)cc1Cl (stereo not drawn)
8. CN1c2ccccc2C(C)(C)[C@]12C=Cc1cc(O)ccc1O2
compound no.	1	2	3	4	5	6	7	8
NR2E3 ag-1	3	0	-1	19	-3	1	-3	4
CF NFkB block	-4	24	-20	-3	11	12	1	5
HIF-2a block	0	-89	12	-3	-221	-181	-2	24
NR2E3 ag-2	3	-14	5	-6	-138	-75	-12	19
Peg3 prom inh	-1	5	10	7	-258	-219	8	23
MITF TRPM1 inh	0	8	3	6	-25	-118	3	-4
Shn3 inh set2	-8	11	-4	-6	-40	-146	4	87*
CaV13 ICDI inh	-9	-16	-16	-5	-6	-7	-4	-5
Vif imaging	0	-1	3	2	-12	0	14	74*
KKLEB tox	2	-3	14	12	4	-12	-10	10
PDI turbidity	-3	3	1	3	2	-2	-9	11

9. CCCCc1cn([C@@H](CCCCN)C(=O)N2CCNCC2)nn1
10. CC(C)Cn1c(N)cc(=O)n(C)c1=O
11. Cc1ccnc(NC(=O)CCS(=O)(=O)c2ccccc2)c1
12. CSc1nc2nc(-c3ccccc3)cc(=O)n2[nH]1
13. CN1N=C(C(=O)N2CCCC(Nc3ccc(F)c(F)c3)C2)CCC1=O (stereo not drawn)
14. CC(=O)N1CCCc2cc(S(=O)(=O)CCC(=O)N3CCN(c4cccc(C)c4)C(C)C3)ccc21 (stereo not drawn)
15. O=C(NC(=S)N1CCOCC1)c1ccc(F)cc1
16. O=C(NCCc1ccccc1)c1ccc2nc(-c3ccco3)c(-c3ccco3)nc2c1
compound no.	9	10	11	12	13	14	15	16
NR2E3 ag-1	1	2	6	1	1	1	3	4
CF NFkB block	15	10	12	6	4	0	-4	-1
HIF-2a block	7	-3	-75	-3	-8	12	-14	-1
NR2E3 ag-2	6	11	-5	1	-24	21	39	-40
Peg3 prom inh	3	0	-51	-3	4	16	-1	15
MITF TRPM1 inh	-3	-8	-4	4	3	7	4	-6
Shn3 inh set2	-17	-35	-27	4	9	13	-19	13
CaV13 ICDI inh	-6	-7	-4	-5	-6	-7	-5	.
Vif imaging	-2	-11	12	3	-8	5	2	-16
KKLEB tox	4	2	10	-10	-2	-10	9	0
PDI turbidity	-5	0	-28	2	3	2	1	6

17. Nc1nc2ccccc2n1/N=C/c1ccc(Br)cc1
18. CCOC(=O)c1cc(-c2ccc(Cl)cc2)nc2c1c(=O)[nH]c(=O)n2CCOC
19. COC(=O)c1cn(CC(=O)Nc2ccc(F)cc2)c2ccccc12
20. COc1cccc(N(C(=O)CNC(=O)c2ccco2)C(C(=O)NC2CCCCC2)c2cccnc2)c1 (stereo not drawn)
21. Cc1ccsc1/C=N\Nc1cn[nH]c(=O)c1Cl
22. Cc1ccc(SCC(=O)NCC(C)C)cc1
23. O=C(Nc1ccc2ccccc2n1)Nc1ccccc1F
24. C=CCn1c(Cc2ccccc2)nnc1SCc1nc2ccccc2c(=O)[nH]1
compound no.	17	18	19	20	21	22	23	24
NR2E3 ag-1	0	3	-1	4	1	0	-3	5
CF NFkB block	-24	-15	8	4	-49	-8	2	-10
HIF-2a block	-388	19	12	13	-117	-50	-98	9
NR2E3 ag-2	-73	-19	11	6	-7	9	-18	10
Peg3 prom inh	-259	3	10	0	-40	-8	-58	6
MITF TRPM1 inh	-58	-12	-1	6	1	-7	-29	1
Shn3 inh set2	-48	-40	-3	1	-11	-36	-17	1
CaV13 ICDI inh	-7	0	-6	-4	-3	-4	-17	-4
Vif imaging	.	0	3	7	0	0	13	-3
KKLEB tox	5	7	4	3	8	-15	-2	-3
PDI turbidity	-5	-2	-8	3	-4	-3	-3	-4

Reprinted at random: 2 compounds from above, in no set order.
24. C=CCn1c(Cc2ccccc2)nnc1SCc1nc2ccccc2c(=O)[nH]1
6. CC1CCCN(c2ccc(C(=O)NCCc3ccccc3)cn2)C1 (stereo not drawn)
compound no.	24	6
NR2E3 ag-1	5	1
CF NFkB block	-10	12
HIF-2a block	9	-181
NR2E3 ag-2	10	-75
Peg3 prom inh	6	-219
MITF TRPM1 inh	1	-118
Shn3 inh set2	1	-146
CaV13 ICDI inh	-4	-7
Vif imaging	-3	0
KKLEB tox	-3	-12
PDI turbidity	-4	-2

Next section
25. COc1ccc(C2=NO[C@@H]3[C@@H]4C[C@@H]([C@H]5C(=O)N(C)C(=O)[C@@H]45)[C@H]23)c(OC)c1
26. COC(=O)Nc1ccccc1C(=O)N1CCN(c2ccc(C)cc2)CC1
27. COc1ccc(C(=O)Nc2cc(-c3nn4c(C)nnc4s3)ccc2C)cc1
28. CC(=O)Nc1cccc(NC(=O)C2CCCN2C(=O)Nc2ccccc2C)c1 (stereo not drawn)
29. O=C(CCc1nc2ccccc2c(=O)[nH]1)Nc1nnc(SCc2ccc(F)cc2)s1
30. Cc1cc2cc(C(c3nnnn3CC3CCCO3)N3CCCc4ccccc43)c(=O)[nH]c2cc1C (stereo not drawn)
31. C[C@@H](C(=O)N=c1sc2ccccc2n1C)N1C(=O)C2CC=CCC2C1=O (stereo partly drawn)
32. CN(Cc1ccccc1)C(=O)C1CCC(CNS(=O)(=O)c2cccc3cccnc23)CC1 (stereo not drawn)
compound no.	25	26	27	28	29	30	31	32
NR2E3 ag-1	2	0	2	0	1	.	.	2
CF NFkB block	-2	22	-33	-3	-25	-2	-90	-31
HIF-2a block	12	-48	-5	-3	10	-9	-20	5
NR2E3 ag-2	-6	-4	-30	0	-25	-5	4	-23
Peg3 prom inh	14	-15	-5	22	-17	10	10	21
MITF TRPM1 inh	.	3	0	1	-8	7	-6	1
Shn3 inh set2	-4	-13	1	17	10	-11	-11	-9
CaV13 ICDI inh	2	-3	-5	-5	-1	-6	-6	-15
Vif imaging	3	.	39	2	.	4	2	-2
KKLEB tox	7	0	-3	6	6	8	3	17
PDI turbidity	2	-5	.	-6	-6	2	-7	3

33. Clc1ccc(Cn2ncc3c(NCCN4CCOCC4)ncnc32)cc1
34. COc1cc(OC)cc(C(=O)NCCNc2nc3cc(C)cc(C)c3cc2C#N)c1
35. O=[N+]([O-])c1ccccc1OCC(O)CNC1CCCC1 (stereo not drawn)
36. Cn1c(-c2ccc(C=O)s2)nc2ccccc21
37. COc1cc(C(=O)OCCC(C)C)cc(OC)c1O
38. O=C(CN1CCOc2ccccc21)N1CCCC1
39. NC(=O)/C=C\c1cn(-c2ccccc2)nc1-c1ccc2c(c1)OCCO2
40. CSCCC(NS(=O)(=O)c1ccc2c(c1)oc(=O)n2C)C(=O)NC1CCC(C)CC1 (stereo not drawn)
compound no.	33	34	35	36	37	38	39	40
NR2E3 ag-1	2	6	-1	3	-2	2	2	0
CF NFkB block	7	14	4	-3	-11	-5	0	8
HIF-2a block	5	11	1	-122	14	17	4	-4
NR2E3 ag-2	-1	-6	-20	-44	20	-26	19	-16
Peg3 prom inh	4	23	3	-230	0	3	27	-17
MITF TRPM1 inh	8	12	-16	-57	-3	.	-10	.
Shn3 inh set2	-16	1	3	-36	11	-18	3	-2
CaV13 ICDI inh	0	-2	-2	.	-16	-2	-5	-8
Vif imaging	0	-5	-3	-1	0	-4	-18	9
KKLEB tox	-9	-13	-1	2	2	0	-1	-2
PDI turbidity	4	-2	16	-2	-5	.	-4	.

Six entries from above, with bars between the fields:
entry | SMILES | NR2E3 ag-1 | CF NFkB block | HIF-2a block | NR2E3 ag-2 | Peg3 prom inh | MITF TRPM1 inh | Shn3 inh set2 | CaV13 ICDI inh | Vif imaging | KKLEB tox | PDI turbidity
3 | Nn1c(SCC(=O)Nc2nccs2)nnc1-c1ccccn1 | -1 | -20 | 12 | 5 | 10 | 3 | -4 | -16 | 3 | 14 | 1
4 | CCOc1cccc(C2C(C(=O)c3ccc(C)o3)=C(O)C(=O)N2c2nccs2)c1 (stereo not drawn) | 19 | -3 | -3 | -6 | 7 | 6 | -6 | -5 | 2 | 12 | 3
5 | Nn1c(-c2cccs2)nc2sc3c(c2c1=O)CCCC3 | -3 | 11 | -221 | -138 | -258 | -25 | -40 | -6 | -12 | 4 | 2
6 | CC1CCCN(c2ccc(C(=O)NCCc3ccccc3)cn2)C1 (stereo not drawn) | 1 | 12 | -181 | -75 | -219 | -118 | -146 | -7 | 0 | -12 | -2
7 | CCOC(=O)CC1C(=O)NCCN1S(=O)(=O)c1cc(Cl)c(Cl)cc1Cl (stereo not drawn) | -3 | 1 | -2 | -12 | 8 | 3 | 4 | -4 | 14 | -10 | -9
8 | CN1c2ccccc2C(C)(C)[C@]12C=Cc1cc(O)ccc1O2 | 4 | 5 | 24 | 19 | 23 | -4 | 87* | -5 | 74* | 10 | 11

The list goes on.
41. CCC(C)NC(=O)Cc1c(C)c2cc3c(cc2oc1=O)OC(C)(C)CC3 (stereo not drawn)
42. CCCCC(=O)Nc1ccccc1CC
43. Cc1ccc(-c2nc(CS(=O)(=O)CC(=O)NCCN3CCOCC3)c(C)o2)cc1
44. Nc1ccc(Oc2ccc(Cl)cc2)cc1
compound no.	41	42	43	44
NR2E3 ag-1	-2	1	1	2
CF NFkB block	-15	-16	-28	3
HIF-2a block	-168	11	7	-60
NR2E3 ag-2	-65	20	8	-17
Peg3 prom inh	-159	-1	-17	-7
MITF TRPM1 inh	-60	12	7	0
Shn3 inh set2	-37	4	16	-3
CaV13 ICDI inh	-2	-2	-3	.
Vif imaging	-2	0	0	0
KKLEB tox	-1	8	14	-1
PDI turbidity	-4	-6	4	3
